TNAP activation fold = stimulation of alkaline phosphatase TNAP activity – biochemical, luminescent, no phosphate acceptor, uHTS, primary screen (AID 1001) | purified TNAP, luminescent activation assay, no phosphate acceptor; higher activation fold means a stronger effect | activation fold at 20 µM; hits with a dose series show EC50 in µM | hit rate 0.03% among 200,000; in the data active = activation fold from about 3, or a potency from the dose series; inactive = the rest, 99 in 100 with activation fold below about 1.6; also: many of its hits are not listed in these tables
T cell HTS = T cell immune modulation candidate; 2C CD8+ T cell-vesicle binding, flow cytometry; hits give low values; calls only at 7 µM; hit rate 0.068% among 330,000; AID 2052;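 active = response, share of CD8 T cells binding vesicles, and their 90th percentile fluorescence all below set limits, cut at about 80% in these data, passing the limit was not always enough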
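material = purified 2C TCR transgenic mouse naive CD8+ T cells | controls = Unloaded micro-vesicles (low), QL9 vesicles with 0.7% DMSO (high) | detection = cytometric PE anti-B7-1 and Alexa647 anti-CD8 signals after 1% paraformaldehyde fixation | incubation = binding step 1.5 h, 37 °C, antibody labelling 20 min, ice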
P. falciparum M1AAP = P. falciparum M1AAP inhibitors, biochemical, fluorogenic H-Leu-NHMec substrate, 1536-well (AID 1445); recombinant M1AAP, H-Leu-NHMec fluorogenic kinetic assay; higher % means a stronger effect; inhibition, % at 30 µM, or IC50 in µM where a hit was titrated; hit rate 0.42% among 220,000;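 active = primary inhibition above the hit cutoff, then over 50% inhibition at one or more dose response concentrations, cut at about 23% in these data, passing the limit was not always enough; inconclusive = conflicting primary data, or primary hits not chosen for dose response; inactive = low primary inhibition, or under 50% at every dose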;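 also: plate controls were DMSO full reaction for no effect and no enzyme background for full effect; strong numbers were not always called active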
human PMI inhibitors = MPI inhibition at elevated mannose 6-phosphate – biochemical, fluorescence intensity, high mannose 6-phosphate, primary screen (AID 1220) | recombinant PMI enzyme, coupled fluorescence intensity; higher % means a stronger effect | inhibition, % at 20 µM, or IC50 in µM where a hit was titrated | hit rate 0.66% among 190,000
PMI inhibitors = MPI enzyme activity inhibition – biochemical, fluorescence intensity, coupled assay, primary screen (AID 1209) | purified PMI enzyme, coupled fluorescence intensity; higher % means a stronger effect | hit rate 0.42% among 190,000 | inhibition, % at 20 µM, or IC50 in µM where a hit was titrated;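 also: plate controls were DMSO vehicle for no effect and wells lacking substrate for full effect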
RSV antiviral HEp-2 = RSV antiviral activity via CPE protection, HEp-2 cells, primary 10 µM value included (AID 2391). HEp-2 cells, RSV-induced CPE inhibition; higher % means a stronger effect. CPE inhibition, % at 10 µM; hits with a dose series show IC50 in µM. hit rate 0.13% among 310,000; in the data active = a potency from the dose series; inconclusive = CPE inhibition mostly from about 23% at the one dose, without a potency; inactive = the rest, 99 in 100 with CPE inhibition below about 21%; also: strong numbers were not always called active
UTI89 phage lysis = inhibition of K1F phage lysis, E. coli UTI89, bacterial capsule biogenesis inhibitors, alamar blue (AID 488966). E. coli UTI89 K1F phage lysis, alamar blue, 2 h; higher % means a stronger effect. one-dose inhibition, % at 100 µM; IC50 in µM for titrated hits. hit rate 0.02% among 340,000;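 active = phage lysis inhibition, versus mean bacterial control, above a set limit; inconclusive = no clear call, values can overlap the other calls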;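 also: capsule biogenesis inhibitors block K1F phage lysis so surviving cells raise fluorescence; higher fluorescence means more inhibition of phage lysis; actives were called in the ten point dose series up to 300 µM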
West Nile virus CPE = West Nile virus antiviral activity, cell-based, CPE readout (AID 1621); West Nile virus-infected cells, CPE inhibition; higher % means a stronger effect; one-dose CPE inhibition, % at 10 µM; IC50 in µM for titrated hits; hit rate 0.02% among 290,000; in the data active = a potency from the dose series; inconclusive = CPE inhibition mostly from about 3.7% at the one dose, without a potency; inactive = the rest, 99 in 100 with CPE inhibition below about 2.2%; also: strong numbers were not always called active
M17LAP inhibition = P. falciparum M17LAP inhibitors, primary screen, biochemical, fluorogenic H-Leu-NHMec substrate, 1536-well (AID 1619) | recombinant M17LAP, H-Leu-NHMec fluorogenic kinetic assay; higher % means a stronger effect | inhibition, % at 30 µM; hits with a dose series show IC50 in µM | hit rate 0.38% among 220,000;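 active = compound inhibiting the enzyme by more than half at any dose during confirmatory dose-response retesting; inconclusive = strong single-dose inhibitors picked by rank but not retested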;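 also: plate controls were full reaction with DMSO carrier for no effect and no enzyme background for full effect; strong numbers were not always called active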
T cell HTS vesicle-bound % = recorded beside T cell HTS, whose call it bears; double positive events, %; measured here: CD8+ vesicle-bound cell fraction;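 binding gate set so that unloaded-vesicle control wells show 10% double positive cells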
* = called active by the depositor; i = inactive; ? = inconclusive; . = not tested or not shown; [ ] = dose if it differs, or a comment. Rule as the data show it, unless noted: active = inhibition above about 50%; inactive = the rest.

SMILES	TNAP activation fold	T cell HTS	T cell HTS vesicle-bound %	P. falciparum M1AAP	human PMI inhibitors	PMI inhibitors	RSV antiviral HEp-2	UTI89 phage lysis	West Nile virus CPE	M17LAP inhibition
COc1ccccc1-c1nc(C#N)c(NCCCn2ccnc2)o1	.	i	44	6%	.	.	1.3%	0.7%	-0.1%	-97%
NS(=O)(=O)c1ccc(NC(=O)Nc2ccc3c(c2)OCO3)cc1	.	i	58	.	.	.	-0.6%	1.2%[50 µM]	-0.6%	.
O=C(Nc1c(C(=O)NCc2ccco2)cnn1-c1ccccc1)c1ccc(F)cc1	1	i	42	3%	-20%	-2%	0.8%	-0.3%	-0.4%	-4%
CCOc1ccc(C(=O)Nc2ccc3[nH]ncc3c2)cc1	.	i	49	.	.	.	1.7%	0.0%	-0.1%	.
Cc1cc(C)c(S(=O)(=O)NCc2ccncc2)c(C)c1	1.1	i	27	-3%	-11%	-10%	1.7%	-0.2%	-1.4%	0%
CCC/C(=C1/C(=O)CC(C)(C)C(C(=O)OC)C1=O)N1CCCC1 (stereo not drawn)	1.1	i	60	0%	-8%	-10%	0.6%	0.0%	0.8%	10%
Cc1cc(C)nc(N2CCC(C(=O)O)CC2)n1	1.2	i	34	-3%	-20%	-7%	1.2%	-0.4%	0.1%	11%
COc1ccc(N(CC(=O)Nc2cc(C(=O)O)ccc2C)S(=O)(=O)c2c(C)noc2C)cc1	1.1	i	17	6%	1%	-4%	2.5%	0.6%	0.3%	0%
NC(=O)CCC(NS(=O)(=O)c1ccc(Cl)cc1)C(=O)NCc1ccc(Cl)cc1 (stereo not drawn)	1.1	i	7	6%	-4%	-6%	-0.2%	8.0%[50 µM]	0.3%	22%
CCC(C)(C)n1nnnc1C(c1cc2ccc(OC)cc2[nH]c1=O)N1CCCCC1 (stereo not drawn)	1.1	i	16	8%	2%	6%	-0.5%	0.1%	0.0%	6%
Cc1cc(C)n2nc3nc(N4CCCCC4)nc(-c4ccco4)c3c2n1	1.2	i	48	13%	-24%	-6%	14%	-0.3%	0.2%	9%
O=[N+]([O-])c1cc(C(F)(F)F)ccc1NCCOc1ccccc1	1.1	i	9	2%	9%	19%	5.6%	0.2%[50 µM]	-1.8%	-1%
O=C(O)c1cc(-c2ccc3c(c2)OCCO3)n[nH]1	0.4	i	54	-4%	-1%	3%	1.2%	0.1%	0.0%	-22%
CCC(C)Sc1nc2c(c(=O)[nH]c(=O)n2C)n1CC(O)COc1ccccc1C (stereo not drawn)	1.1	i	34	0%	3%	20%	0.3%	2.4%	1.1%	-1%
COCCn1c(SCc2ccc(C(=O)OC)o2)nnc1-c1c[nH]c2ccccc12	1	i	16	13%	0%	5%	3.6%	-1.1%	0.4%	12%

Overlap with the part before: 2 entries; new compounds follow.
SMILES	TNAP activation fold	T cell HTS	T cell HTS vesicle-bound %	P. falciparum M1AAP	human PMI inhibitors	PMI inhibitors	RSV antiviral HEp-2	UTI89 phage lysis	West Nile virus CPE	M17LAP inhibition
CCC(C)Sc1nc2c(c(=O)[nH]c(=O)n2C)n1CC(O)COc1ccccc1C (stereo not drawn)	1.1	i	34	0%	3%	20%	0.3%	2.4%	1.1%	-1%
COCCn1c(SCc2ccc(C(=O)OC)o2)nnc1-c1c[nH]c2ccccc12	1	i	16	13%	0%	5%	3.6%	-1.1%	0.4%	12%
O=C(Nc1nccs1)c1cc(Cl)ccc1[N+](=O)[O-]	1.1	i	37	10%	10%	13%	2.8%	5.6%	0.2%	1%
O=C(C1CCCN1S(=O)(=O)c1ccc(Cl)c(Cl)c1)N1CCOCC1 (stereo not drawn)	1.1	i	53	1%	-1%	-3%	1.5%	2.9%	-0.1%	6%
CCOC(=O)CC(c1ccc(N)cc1)n1c(C)ccc1C (stereo not drawn)	1.1	i	56	1%	2%	2%	-0.6%	0.2%	-0.4%	1%
CCOc1ccc(NC(=O)CCc2c(C)nn(-c3ccc(N4CCCCC4)nn3)c2C)cc1	.	i	6	.	.	.	1.8%	3.5%	0.5%	.
Cc1ccc(-c2nn[nH]n2)cc1	1.1	i	24	1%	10%	11%	1.9%	0.2%	0.2%	-2%
O=S(=O)(c1ccc(Br)s1)n1cccn1	1.1	i	29	4%	12%	8%	0.9%	0.6%	0.2%	-1%
O=C(Nc1ncc2c(n1)-c1ccccc1OC2)c1cccc([N+](=O)[O-])c1	1.1	i	22	5%	-8%	-10%	0.9%	0.1%	0.2%	6%
Cc1c(C(=O)Nc2ccccc2)csc1-c1ccccc1	1.1	i	49	1%	-7%	-8%	7.9%	3.2%	-0.4%	-6%
Cc1nc(NC(=O)CSc2nnc(C3CC3)n2C)sc1C	.	i	23	.	.	.	0.6%	-0.4%	0.0%	.
COc1ccc(-n2c(=O)c3c(C)c(C)sc3n(Cc3ccc(F)cc3)c2=O)c(OC)c1	1.1	i	7	0%	10%	13%	0.8%	0.1%	-0.5%	0%
CN1C(=O)CSC1=Nc1ccc(F)cc1	.	i	50	.	.	.	0.8%	0.0%	-0.1%	.
Cc1ccc(NC(=O)CCN2C(=O)C3C4CCC(C4)C3C2=O)cc1[N+](=O)[O-] (stereo not drawn)	.	i	9	.	.	.	-0.5%	-0.1%	0.0%	.
CN(CC(O)Cn1c2ccccc2c2ccccc21)S(C)(=O)=O (stereo not drawn)	1	i	28	2%	9%	9%	2.1%	-0.1%	0.3%	5%
COc1ccc(/C=C(\NC(=O)c2ccc(C)cc2)C(=O)N2CCCCC2)cc1	.	i	38	.	.	.	0.3%	0.0%	-2.3%	.
COc1cccc(-c2cc(C(=O)Nc3ccc4c(c3)OCCO4)c3ccccc3n2)c1	1.1	.	.	-11%	19%	17%	.	.	.	0%
CC(=O)n1c2ccccc2c2nc3ccccc3nc21	.	i	63	.	.	.	4.7%	1.0%	0.3%	.
COc1ccc(CNC(=O)CCOc2ccc(C(C)(C)C)cc2)cc1	1	i	53	10%	3%	5%	9.6%	5.7%	-0.4%	-9%
O=S(=O)(c1ccc(Br)s1)N1CCNCC1	.	i	44	-2%	.	.	-1.9%	2.2%[50 µM]	0.0%	4%
COC(=O)C1=C(C(=O)OC)[C@@H]2N(C)c3ccccc3[C@@]23C[C@@H](C(=O)OC)N(C(=O)C2CCC2)C3=N1	.	i	41	-1%	.	.	2.6%	2.7%	0.3%	-5%
COc1ccc(NC(=O)COc2nsnc2N2CCOCC2)c(OC)c1	.	i	7	.	.	.	-0.3%	0.1%	0.3%	.
Cc1cc(C)nc(N/N=C/c2cccc3ccccc23)n1	1.1	i	33	23%	-15%	-9%	2.0%	3.7%[50 µM]	-0.9%	12%
CC(=O)NCCc1nc2cc(NC(=O)c3ccc(F)cc3)ccc2n1C	.	i	24	.	.	.	0.5%	-0.9%[50 µM]	-0.2%	.
O=C(CSc1nnc(-c2ccccc2)n1Cc1ccccc1)NC1CC1	1.1	i	33	0%	3%	4%	0.0%	7.9%	-0.4%	-5%
Cc1cnc(CN2CCc3c([nH]c4ccccc34)C2CC(C)C)[nH]1 (stereo not drawn)	1.1	i	63	-2%	11%	8%	2.4%	0.7%	-1.3%	6%
COc1ccccc1CNC(=O)C(C)c1ccc([N+](=O)[O-])cc1 (stereo not drawn)	1.1	i	56	2%	4%	7%	1.7%	0.2%	-0.6%	4%
N#Cc1c2n(c3c(=O)n(CC(=O)c4ccc(Br)cc4)cnc13)CCCC2	1.2	i	48	0%	7%	-2%	8.2%	0.6%	0.0%	0%
CCn1c(SCc2cccnc2)nc2c1c(=O)n(C)c(=O)n2C	1.1	i	55	3%	2%	2%	1.3%	2.8%	0.6%	12%
Cc1ccc(C(=O)N[C@H](C(=O)OCc2cc(=O)n3c(n2)sc2ccccc23)C(C)C)cc1	1	i	49	12%	-10%	-6%	10%	-0.5%	-0.8%	4%
O=C1COc2ccc(S(=O)(=O)CCC(=O)NC3CCCCC3)cc2N1	.	i	21	.	.	.	0.1%	3.7%	-0.3%	.
CN1C(=O)c2c(sc3c2CC(C)(C)SC3)N2CCN=C12	1.1	i	40	.	2%	7%	2.1%	-0.1%	-0.2%	.
COc1ccc(-n2nc(C(=O)NCC(=O)NCCC3=CCCCC3)c3ccccc3c2=O)cc1	.	i	55	.	.	.	5.8%	0.1%	0.4%	.
COc1ccc(C2C3C(=O)N(Cc4ccccc4)C(=O)C3ON2c2ccccc2)c(OC)c1OC (stereo not drawn)	1.1	i	60	-6%	15%	17%	4.6%	0.4%	.	1%
Cc1ccc(-c2noc(CCC(=O)NCCN3CCc4ccccc4C3)n2)cc1	1.1	i	50	10%	0%	-14%	0.0%	0.1%	-0.4%	0%
Cc1cnc(CN(C)C(=O)CC2C(=O)NCCN2Cc2cccc(F)c2F)[nH]1 (stereo not drawn)	.	i	54	.	.	.	0.1%	0.0%	-0.1%	.
CN(C)C(=S)Nc1ccc(Cc2ccncc2)cc1	.	i	44	.	.	.	0.8%	1.0%	-0.3%	.
Cn1c(=O)c2cc(S(=O)(=O)NCCC(=O)NCC3CCCO3)ccc2n(C)c1=O (stereo not drawn)	1	i	11	-6%	12%	10%	0.4%	4.6%	0.0%	12%
Cc1ccc2[nH]cc(S(=O)(=O)c3ccc(C)c(C)c3)c(=O)c2c1	.	i	59	.	.	.	0.1%	0.5%	0.3%	.
O=C(CSc1ccc(-c2ccccn2)nn1)N1CCCc2ccccc21	1	i	20	9%	-11%	-2%	0.4%	0.4%	-1.8%	1%
Cc1ccc(S(=O)(=O)NNC(=O)c2cccnc2)cc1	0.9	i	62	-4%	-12%	-32%	1.0%	0.3%	0.6%	3%
Cc1ccsc1C1Nc2ccc3ncccc3c2C2=C1C(=O)CCC2 (stereo not drawn)	1.1	i	58	8%	38%	20%	-1.8%	4.8%	?	-11%
Cc1ccc(NCc2nnc(SCC(=O)N3CCCc4ccccc43)o2)c(C)c1	1.1	i	36	-4%	4%	-3%	1.6%	0.1%	-0.8%	0%
O=c1[nH]c2cc3c(cc2cc1CN(CC1CCCO1)S(=O)(=O)c1ccccc1)OCCO3 (stereo not drawn)	1	i	7	-1%	5%	10%	-1.9%	2.2%	-0.2%	4%

As entered above.
`O=c1[nH]c2cc3c(cc2cc1CN(CC1CCCO1)S(=O)(=O)c1ccccc1)OCCO3` (stereo not drawn) @ TNAP activation fold: 1
`Cc1ccc(-c2noc(CCC(=O)NCCN3CCc4ccccc4C3)n2)cc1` @ UTI89 phage lysis: 0.1%
